Screening results from PubChem BioAssay.
sdo1 growth: compounds rescuing growth of sdo1-depleted yeast, bone marrow failure model | S. cerevisiae sdo1-depleted JHY4D growth rescue, OD600 30 h; hits give high values; pdr5 snq2 efflux-pump mutant strain | z-score at 10 µM | 140,000 tested, 0.21% active;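 active = z-score above 3 at both the 24 hr and the 30 hr optical density reads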;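 also: z-score against mean and SD of all compound wells on the same plate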
Insulin prom inh: TRM-6 insulin promoter activity inhibition; TRM-6 cells (human fetal islet line), insulin promoter-eGFP reporter, imaging; reporter expression induced with tamoxifen; inhibition, % at 2 µM; 130,000 tested, 0.9% active;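 active = inhibition above the mean plus 3 SD, with well images judged a real hit on visual review, cut at about 60% in these data, passing the limit was not always enough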
sdo1 growth Rescue 24 h: further read-out of sdo1 growth, marked with its call; z-score; S. cerevisiae sdo1-depleted JHY4D growth rescue, OD600; measured here: growth rescue at 24 h;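 0 is the plate mean of compound wells and units are plate SD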
An asterisk follows results filed as active; i = inactive; . = not tested or not shown. An excerpt, so the mix of outcomes need not match the whole.

SMILES	sdo1 growth	sdo1 growth Rescue 24 h	Insulin prom inh
O=C(N/N=C/c1ccccn1)c1cc(-c2ccccc2Cl)n[nH]1	.	.	38.5
COc1cc2c(cc1NC(=O)Cn1cnc3c1c(=O)n(C)c(=O)n3C)oc1ccccc12	0.19	0.34	-9.1
CCCCNc1ccc(C(=O)Nc2cccc(C)n2)cc1[N+](=O)[O-]	-0.68	-0.57	25.0
CS(=O)(=O)N1CCN(c2ccc([N+](=O)[O-])c(NCc3ccccc3)c2)CC1	-1.2	-0.76	.
CCSc1nc2ccc(OC)cc2cc1C#N	-1.32	-1.42	-25.6
Cc1ccc2nc(-c3ccncc3)c(Nc3ccccc3)n2c1	-0.16	0.5	3.5
Cc1cccc(C)c1C(=NCCCN(C)C)c1ccccc1	0.01	-0.12	-37.0
O=C1OCCC1Sc1nnc(-c2ccccc2Br)n1Cc1ccccc1 (stereo not given)	-0.64	-0.44	21.4
COc1ccc(NC(=O)C2=C(C)Nc3ncnn3C2c2ccccc2C(F)(F)F)c(OC)c1 (stereo not given)	0.28	0.15	-403.4
COc1cccc(-c2nnc(SCC(=O)NCc3ccc4c(c3)OCO4)n2Cc2ccco2)c1	-0.67	-0.48	4.3
Cc1cccc(C)c1-n1cccc1/C=C1/C(=N)N2C(=NC1=O)SN=C2S(C)(=O)=O	.	.	29.4
Cc1ccc(Cl)cc1OCC(=O)NCCOC(=O)Nc1sc(=S)n(C)c1C	0.68	0.28	3.6
O=C(O)CSc1nc2ccc(Cl)cc2[nH]1	0.75	0.66	-72.7
COc1ccc(/C=N/NC(=O)CNC(=O)COc2ccccc2)cc1	0.68	-0.09	.
Cc1nnc(SCCN2CCOCC2)n1-c1cccc(Cl)c1	-0.84	-0.89	.
CC(Oc1ccc(Br)cc1)C(=O)Nn1c(=S)[nH]c2ncccc2c1=O (stereo not given)	0.09	-0.41	.
Cc1cccc(OCc2nnc(SCC(=O)N3CCN(C(=O)c4ccco4)CC3)n2C)c1C	1.2	1.78	-54.5
O=C(COC(=O)c1ccco1)NCc1cccs1	-0.35	-0.64	-4.5
O=C(Nc1ccc2c(c1)OCO2)c1ccc(Cl)s1	-1.11	-0.95	13.3
Cn1c(-c2ccccc2)c(/C=N/NC(=O)c2cccnc2)c2ccccc21	.	.	42.9
CC1CCCN(CCCNC(=O)CCn2nc(-c3ccccc3)ccc2=O)C1 (stereo not given)	0.19	0.15	16.9
CCC1c2ccc(C)n2CCN1C(=O)Nc1ccccc1OC (stereo not given)	0.54	0.36	-15.8
COC(=O)C1=C(C)NC(C)=C(C(=O)OC)C1C(=O)OCC(=O)Nc1ccc(C(C)=O)cc1	.	.	5.9
COc1nc(N/N=C/c2cc3c(cc2Br)OCO3)nc(N2CCOCC2)n1	0.18	-0.12	.
CC(C)NC(=O)CSc1nc2ccccc2n1-c1ccccc1	-0.27	0.49	0.0
COC(=O)Cc1ccc(NC(=S)NCCCN2CCOCC2)cc1	.	.	47.1
CCn1c(=O)n(CC)c2cc(S(=O)(=O)N3CCc4ccccc43)ccc21	-1.09	-0.56	15.4
O=C(CSc1nnc(-c2ccco2)n1Cc1ccccc1)OC1CCCCC1	-0.98	-0.87	-8.3
COc1cc(NC(=O)COC(=O)c2ccc(C)c(S(=O)(=O)N3CCCCC3)c2)c(C)cc1[N+](=O)[O-]	0.28	0.55	0.0
O=C(NCCN1CCCC1)C1CCN(S(=O)(=O)N2CCC3(CC2)OCCO3)CC1	0.02	-0.72	35.1
Cc1cccc(C(=O)O/N=C(\N)c2ccc(Br)cc2)c1	-2.12	-1.27	-30.6
COc1ccc(-c2cc(C(F)F)n3ncc(C(=O)N4CCCCC4)c3n2)cc1	-1.56	-1.58	-56.8
CC(Cc1cccs1)NC(=O)Nc1ccc(Cl)cc1 (stereo not given)	-0.51	0.05	35.1
Cc1sc(NC(=O)c2ccccc2)c(C(=O)NCCN(C)C)c1C	1.11	1.55	3.3
CC1(C)CC(=O)C(C=NCCN2CCN(C(=S)Nc3ccc(F)cc3)CC2)=C(O)C1	1.47	1.39	.
COc1ccc(S(=O)(=O)ON=C2CC(C)(C)N(C(C)=O)C(C)(C)C2)cc1	.	.	40.0
O=P(O)(O)c1ccccc1OCc1ccccc1	0.38	-0.08	7.1
Cc1cccc(-c2nnc(SCC#N)n2-c2ccccc2)c1	0.36	0.56	-76.9
COc1ccc(CCC(=O)N(C)CC(=O)Nc2ccc(N3CCOCC3)cc2)cc1	.	.	29.7
O=S1(=O)N=C(N/N=C/C=C/c2ccccc2)c2ccccc21	1.39	1.19	6.7

A different layout for some results above:
canonical_smiles: O=P(O)(O)c1ccccc1OCc1ccccc1
- sdo1 growth = 0.38
- sdo1 growth Rescue 24 h = -0.08
- Insulin prom inh = 7.1

canonical_smiles: Cc1cccc(-c2nnc(SCC#N)n2-c2ccccc2)c1
- sdo1 growth = 0.36
- sdo1 growth Rescue 24 h = 0.56
- Insulin prom inh = -76.9

Following part
SMILES	sdo1 growth	sdo1 growth Rescue 24 h	Insulin prom inh
C=CCc1c(C)nc(C)nc1N/N=C/c1ccccc1O	0.77	0.89	7.9
CC(=O)Oc1c(C)c(=O)n(C)c2ccccc12	0.99	0.6	-15.8
CCN(CC)C(=O)Cn1cc(S(=O)(=O)CC(=O)NCCc2ccc(OC)c(OC)c2)c2ccccc21	.	.	-82.3
COc1cc(=O)n2c(n1)SCCC2	1.91	1.28	-18.4
COC(=O)Cn1c2ccc(C)cc2c2nc(C)sc21	0.66	0.98	85.7*
O=S(=O)(c1ccc(Cl)s1)N1CCN(Cc2ccccc2)CC1	-0.12	-0.51	-15.6
Cc1ccc(/C=C2\CCC3=C2OC(N)=C(C#N)C3c2ccc(C)cc2)cc1 (stereo not given)	-1.45	-0.92	.
c1ccc(-n2cccc2CNC2CCCCC2)cc1	0.62	-0.08	0.0
O=C(O)c1ccc(N=NNc2cccc([N+](=O)[O-])c2)cc1	.	.	-64.3
CN(Cc1ccccc1)C(=O)Cn1c(=O)oc2cc(S(=O)(=O)NCc3ccccc3)ccc21	-0.06	-0.85	.
Cc1nn(C)c(Oc2cccc(Cl)c2)c1C=O	0.6	0.96	.
O=C(NCC1CCCO1)c1cnn2c1NC(c1ccccc1)CC2C(F)(F)F (stereo not given)	0.53	0.24	5.4
COc1ccc(Cn2c(=O)[nH]c3cc(C(=O)NCc4ccc5c(c4)OCO5)ccc3c2=O)cc1	-1.2	-0.56	-116.7
Cc1ccccc1Cn1cc(NC(=O)c2nc3ncccn3n2)cn1	1.46	1.79	24.1
O=S(=O)(c1ccc(F)c(F)c1)N1CCN(Cc2ccc3c(c2)OCO3)CC1	-0.83	-0.37	6.1
CCN(CC)S(=O)(=O)c1ccc(N2CCOCC2)c(NC(=O)Cc2ccccc2)c1	-0.15	-0.86	.
CC1(C)NC(=O)N(CC(O)CN(Cc2ccccc2)Cc2ccccc2)C1=O (stereo not given)	1.2	1.83	21.1
O=C(c1ccccc1)c1cc(Cl)ccc1N1C(=O)C=CC1=O	.	.	i
CC(C)C(=O)Nc1cccc(NC(=S)NC(=O)c2ccc([N+](=O)[O-])cc2)c1	-0.64	-0.44	-2.9
CC(=O)Nc1ccc(/C=C(\C#N)C(=O)NCc2ccccc2)cc1	-1.08	-1.37	29.7
CCOC(=O)Cc1nc2ccccc2n(CC#N)c1=O	.	.	14.3
O=C(NCCc1c[nH]c2ccccc12)C(=O)NCC1OCCCN1S(=O)(=O)c1ccccc1 (stereo not given)	0.97	0.54	-62.5
CC(C)(C)c1ccc(C(=O)NNC(=O)c2cccc(Br)c2)cc1	-2.56	-1.73	60.0
COc1cccc(-c2ccc(SCC(=O)N3CCc4ccccc43)nn2)c1	-1.01	-1.64	.
O=c1[nH]c2ccccc2n1Cc1ccc(Cl)cc1	-0.78	0.12	-21.9
CCN(CC)C(=O)C[n+]1ccc(C(N)=O)cc1	.	.	50.0
CC(=O)O[C@@H]1C[C@H]2C(C)(C)C(=O)C=C[C@]2(C)[C@H]2CC[C@@]3(C)[C@H](c4ccoc4)OC(=O)[C@H]4O[C@]43[C@@]21C	-0.98	-0.71	25.0
CCCCN(CC)Cc1c(C)[nH]c2ccccc2c1=O	-0.66	0.33	8.6
C/C(Cn1nc([N+](=O)[O-])cc1C)=N\NC(=O)COc1c(Cl)cc(Cl)cc1Cl	-0.13	-0.29	.
COc1ccc([N+](=O)[O-])cc1N(CC(=O)NCCCOC(C)C)S(C)(=O)=O	.	.	35.7
O=C(O)c1ccc(-n2ccnc2)c([N+](=O)[O-])c1	-0.36	-0.46	.
CN(C)/N=C/c1ccc(Sc2ccccc2[N+](=O)[O-])o1	.	.	-66.7
CC(=O)Oc1c(C)cc(Cl)cc1C(=O)Nc1ccc([N+](=O)[O-])cc1Cl	-1.94	-0.56	33.3
O=C(NCCCN1CCCC1=O)c1cncc(Br)c1	1.32	1.32	37.1
Cc1nc(NS(=O)(=O)c2ccccc2)sc1C(C)(C)C	0.37	0.03	-15.4
Cc1cccc(CN2CCN(c3ccccn3)CC2)c1	.	.	18.9
COc1ccccc1N1CCN(C(CNC(=O)c2ccco2)c2cccnc2)CC1 (stereo not given)	1.24	0.67	.
COc1ccc(CCNC(=O)COC(=O)c2cnc(C)cn2)cc1	0.88	0.59	11.4
CCCOc1ccccc1C1C(C(=O)OC)=CN(C(C)C)C=C1C(=O)OC	-1.33	-0.79	36.4
Cc1cc(NC(=O)CCC(=O)N(c2cccnc2)C(C(=O)NC2CCCC2)c2ccccc2)no1 (stereo not given)	2.45	3.69	3.7

Some of the entries so far, bar-delimited:
smiles | sdo1 growth | sdo1 growth Rescue 24 h | Insulin prom inh
CCCOc1ccccc1C1C(C(=O)OC)=CN(C(C)C)C=C1C(=O)OC | -1.33 | -0.79 | 36.4
CN(C)/N=C/c1ccc(Sc2ccccc2[N+](=O)[O-])o1 | . | . | -66.7
CC(=O)Oc1c(C)cc(Cl)cc1C(=O)Nc1ccc([N+](=O)[O-])cc1Cl | -1.94 | -0.56 | 33.3
COc1ccccc1N1CCN(C(CNC(=O)c2ccco2)c2cccnc2)CC1 (stereo not given) | 1.24 | 0.67 | .

Among those listed so far, these have a furan ring, fused or not.
SMILES	sdo1 growth	sdo1 growth Rescue 24 h	Insulin prom inh
COc1cc2c(cc1NC(=O)Cn1cnc3c1c(=O)n(C)c(=O)n3C)oc1ccccc12	0.19	0.34	-9.1
COc1cccc(-c2nnc(SCC(=O)NCc3ccc4c(c3)OCO4)n2Cc2ccco2)c1	-0.67	-0.48	4.3
Cc1cccc(OCc2nnc(SCC(=O)N3CCN(C(=O)c4ccco4)CC3)n2C)c1C	1.2	1.78	-54.5
O=C(COC(=O)c1ccco1)NCc1cccs1	-0.35	-0.64	-4.5
O=C(CSc1nnc(-c2ccco2)n1Cc1ccccc1)OC1CCCCC1	-0.98	-0.87	-8.3
CC(=O)O[C@@H]1C[C@H]2C(C)(C)C(=O)C=C[C@]2(C)[C@H]2CC[C@@]3(C)[C@H](c4ccoc4)OC(=O)[C@H]4O[C@]43[C@@]21C	-0.98	-0.71	25.0
CN(C)/N=C/c1ccc(Sc2ccccc2[N+](=O)[O-])o1	.	.	-66.7
COc1ccccc1N1CCN(C(CNC(=O)c2ccco2)c2cccnc2)CC1 (stereo not given)	1.24	0.67	.

Other results follow.
SMILES	sdo1 growth	sdo1 growth Rescue 24 h	Insulin prom inh
O=C(C1=C[C@@H]2[C@H]3C(=O)N(c4cccc(Cl)c4)C(=O)[C@H]3[C@@H](C(=O)c3ccc(Cl)cc3)N2C=C1)c1ccccc1	-0.93	-0.91	-19.4
N#Cc1cnc(Nc2nc3ccccc3o2)nc1-c1ccccc1	-1.09	-0.24	16.1
CCC(=O)Nc1c(-c2ccc(OC)cc2)c(=O)c2ccccc2n1C	0.06	0.37	35.7
O=C(NCc1ccc2c(c1)OCO2)c1ccc(S(=O)(=O)N2CCCCC2)cc1	-0.97	-0.28	32.1
Cc1ccc(C(=O)C(OC(=O)CN2C(=O)c3ccccc3C2=O)c2ccccc2)cc1 (stereo not given)	-0.69	-0.51	-5.7
CC(C)c1nnc(NC(=O)CCC(=O)N2CCN(Cc3ccccc3)CC2)s1	0.78	0.2	53.3
O=C(CSc1nc(-c2ccccc2)c(-c2ccccc2)[nH]1)N1CCN(S(=O)(=O)c2ccccc2)CC1	-0.4	-0.78	-66.7
Cc1cc(C)n(-c2nc3c(c(=O)[nH]c(=O)n3C)n2CC(O)COc2ccccc2)n1 (stereo not given)	-1.03	-0.52	-82.3
COc1ccc(N2C(=O)C3CCCN3C2c2cc(OC)c(OC)cc2OC)cc1 (stereo not given)	0.84	0.54	.
COC(=O)c1sc2ccccc2c1NC(=O)c1coc2ccccc2c1=O	-0.26	0.47	.
Nc1nonc1-c1noc(CCCCCN2C(=O)c3ccccc3C2=O)n1	0.06	0.06	43.6
COc1ccc(Cl)c2c1[nH]c1nc(SCc3ccccn3)nnc12	.	.	7.7
